Myeloid diff 2: myeloid differentiation induction | ER-HoxA9 myeloid progenitors, lysozyme-GFP differentiation, flow cytometry | calls only at 10 µM | 360,000 tested, 1% active | AID 624256;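 active = normalized GFP-positive differentiation at or above the plate's own cutoff, the solvent-only control mean plus 3 SD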;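 note: cells exposed to compound for four days before flow analysis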
GPR55 beta-arrestin: selective activators of receptor GPR55 – imaging, U2OS cells, beta-arrestin-GFP redistribution, primary screen (AID 1961) | U2OS GPR55 beta-arrestin-GFP redistribution imaging; higher % means a stronger effect | activation, % at 10 µM; hits with a dose series show EC50 in µM | 290,000 tested, 0.048% active;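 active = activation above 40% with more than 50 cells counted in the well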;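 note: U2OS osteosarcoma cells stably expressing GPR55 and beta-arrestin-GFP; plate controls were DMSO negative control for no effect and LPI positive control for full effect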
HIV fusion peptide: inhibitors of HIV fusion peptide binding, primary screen, biochemical, uHTS, fluorescence dequenching (AID 1986); cell-free peptide binding, fluorescence dequenching, 30 min; higher % means a stronger effect; one-dose inhibition, % at 20 µM; IC50 in µM for titrated hits; 290,000 tested, 0.3% active; in the data active = inhibition mostly above about 52%, no sharp cut-off; inactive = mostly below about 76%; note: some results filed as inactive read as strong as hits
GPR35 antagonists: GPR35 antagonists blocking zaprinast-driven arrestin recruitment, primary screen, imaging, U2OS, beta-arrestin-GFP, zaprinast agonist (AID 2058); one-dose inhibition, % at 10 µM; IC50 in µM for titrated hits; U2OS GPR35 beta-arrestin-GFP translocation imaging, zaprinast antagonism; higher % means a stronger effect; 290,000 tested, 0.052% active;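 active = inhibition of at least 50% with at least 30 cells and total cytoplasm GFP at most 10,000,000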
GPR55 antagonists: inhibition of LPI-stimulated GPR55 beta-arrestin translocation – imaging, U2OS, beta-arrestin-GFP, LPI agonist, primary screen (AID 2013); U2OS GPR55 beta-arrestin-GFP translocation imaging, LPI antagonism; higher % means a stronger effect; one-dose inhibition, % at 10 µM; IC50 in µM for titrated hits; 290,000 tested, 0.13% active;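 active = spots per cell inhibited over 60%, with over 100 cells counted and total cytoplasm intensity under 500,000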;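 note: U2OS cells stably carrying GPR55 and arrestin-GFP stimulated by 5 µM LPI near EC80; imaged beta-arrestin-GFP aggregate spots per cell after agonist stimulation; plate controls were LPI-stimulated DMSO wells for no effect and DMSO wells without LPI for full effect; some results filed as inactive read as strong as hits; confirmed hits need IC50 under 10 µM and bright autofluorescent wells are also inconclusive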
NOD1 inhibition: NOD1 signaling inhibitors, primary screen, cell-based, luminescence, uHTS (AID 1578); 290,000 tested, 1% active; inhibition, % at 4 µM; hits with a dose series show EC50 in µM; NOD1-driven NF-kB luciferase reporter cells, luminescence; higher % means a stronger effect; in the data active = inhibition mostly above about 36%, no sharp cut-off; inactive = mostly below about 34%;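 note: HEK-293T reporter cells stimulated with the NOD1 agonist gamma-tri-DAP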
KOR beta-arrestin-1: kappa opioid receptor activators – cell-based, luminescence, uHTS, primary screen (AID 1777) | KOR beta-arrestin recruitment, luminescence; higher % means a stronger effect | one-dose activation, % at 10 µM; EC50 in µM for titrated hits | 280,000 tested, 0.02% active; in the data active = activation above about 50%, passing the limit was not always enough; note: a part of the inactive calls stands beside numbers as strong as those of hits
KOR beta-arrestin-2: kappa opioid receptor blockers – cell-based, luminescence, uHTS (AID 1778); KOR beta-arrestin recruitment, luminescence, antagonist mode; higher % means a stronger effect; inhibition, % at 10 µM; hits with a dose series show IC50 in µM; 290,000 tested, 0.091% active; note: strong numbers were not always called active
NOD2 inhibition: NOD2 signaling inhibitors, cell-based, luminescence, uHTS, HEK293 (AID 1566). HEK293 NOD2/NF-kB luciferase reporter, luminescence; higher % means a stronger effect. inhibition, % at 4 µM; hits with a dose series show EC50 in µM. 290,000 tested, 0.63% active; note: many of its hits are not listed in these tables
Myeloid diff 2 GFP+ MAC1+ %: second read-out of Myeloid diff 2, no call of its own (marks repeat the call); GFP+ MAC1+ double positive, %; measured here: differentiation confirmed by MAC1 staining
Starred values were filed as active, the others as inactive; i = inactive; x = not tested or not shown; + = active, no number; [ ] = dose if it differs, or a comment. Cut-off read from the data, not from the text of the source, unless noted: active = inhibition above about 50%; inactive = the rest. The list is partial. The share of hits here may be higher or lower than overall.

SMILES	Myeloid diff 2	Myeloid diff 2 GFP+ MAC1+ %	GPR55 beta-arrestin	HIV fusion peptide	GPR35 antagonists	GPR55 antagonists	NOD1 inhibition	KOR beta-arrestin-1	KOR beta-arrestin-2	NOD2 inhibition
Cc1ccc(C(=O)NC2(C(F)(F)F)NC(=O)N(c3ccc(Cl)cc3)C2=O)cc1 (centres undefined)	i	0.4	-0.3%	6.3%	0.6%	-3.5%	-14.8%	4.1%	-2.7%	13.0%
CC(NC(=O)C1CCC(C(=O)NC(C)c2ccccc2)CC1)c1ccccc1 (centres undefined)	i	1.1	-0.2%	-1.6%	4.9%	5.8%	-19.7%	-1.9%	2.3%	7.0%
CCOC(=O)c1oc2cc(OCC(=O)OC)ccc2c(=O)c1-c1ccc(OC)c(OC)c1	i	0.7	0.3%	0.2%	-0.8%	13.4%	4.9%	2.5%	35.0%	14.0%
CN(C(=O)CSc1nc(-c2ccc(C(C)(C)C)cc2)c(C#N)c(=O)[nH]1)C1CCCCC1	i	2.3	0.5%	48.6%	-4.1%	3.0%	-10.4%	5.5%	-46.9%	3.1%
NC(=O)C1CCN(C(=O)CSCc2ccccc2Cl)CC1	i	0.4	-0.1%	-0.9%	-0.5%	2.5%	-41.0%	2.6%	-15.5%	-16.9%
CCCCc1nnc(NC(=O)C(C)Sc2nc(N)cc(=O)[nH]2)s1 (centres undefined)	i	0.6	-0.1%	3.8%	4.1%	1.4%	-14.4%	-2.9%	8.6%	11.1%
O=C(c1cnn(-c2ccccc2)c1)c1ccccc1O	i	0.1	-0.1%	-2.3%	4.0%	4.0%	-34.8%	-5.4%	14.3%	-98.7%
O=C(COC(=O)c1ccc(-c2ccccc2)cc1)Nc1ccccc1-c1ccccc1	i	0.6	0.0%	-0.1%	11.6%	0.6%	-2.8%	2.1%	-51.5%	-6.9%
C=CCSc1nnc(-c2ccc([N+](=O)[O-])cc2)o1	i	0.8	0.0%	1.2%	-2.7%	15.3%	-43.0%	-3.8%	10.8%	-50.6%
CSc1ncc(Cl)c(C(=O)Nc2ccc(C)c(C)c2)n1	i	0.3	0.3%	-1.5%	-16.5%	-0.6%	-16.8%	1.4%	-11.0%	10.0%
CCC(C)(C)NC(=O)C(Sc1ccccc1)c1ccccc1 (centres undefined)	i	0.2	-0.3%	0.1%	-4.0%	4.3%	-23.8%	-3.7%	-16.4%	-3.8%
CC(C)NC(=O)COc1nncc2ccccc12	i	0.3	-0.1%	-0.1%	5.4%	11.5%	-38.8%	1.7%	-29.2%	2.7%
O=C(COc1ccccc1)NCCSc1ccccc1	i	1.4	0.2%	4.3%	5.5%	0.1%	-47.1%	-3.7%	-2.0%	-29.4%
CC1CC(C)CN(CCOCCSc2ccc(Cl)cc2)C1 (centres undefined)	i	3.0	-0.1%	-2.3%	-6.1%	12.8%	12.9%	-3.1%	-28.6%[20 µM]	-39.2%
COc1ccc(S(=O)(=O)N2CCCC(C(=O)Nc3cccnc3)C2)cc1Cl (centres undefined)	i	0.0	-0.3%	1.6%	6.0%	1.3%	-5.8%	4.8%	-42.7%	6.4%

Next part; the last 3 above are carried over.
SMILES	Myeloid diff 2	Myeloid diff 2 GFP+ MAC1+ %	GPR55 beta-arrestin	HIV fusion peptide	GPR35 antagonists	GPR55 antagonists	NOD1 inhibition	KOR beta-arrestin-1	KOR beta-arrestin-2	NOD2 inhibition
O=C(COc1ccccc1)NCCSc1ccccc1	i	1.4	0.2%	4.3%	5.5%	0.1%	-47.1%	-3.7%	-2.0%	-29.4%
CC1CC(C)CN(CCOCCSc2ccc(Cl)cc2)C1 (centres undefined)	i	3.0	-0.1%	-2.3%	-6.1%	12.8%	12.9%	-3.1%	-28.6%[20 µM]	-39.2%
COc1ccc(S(=O)(=O)N2CCCC(C(=O)Nc3cccnc3)C2)cc1Cl (centres undefined)	i	0.0	-0.3%	1.6%	6.0%	1.3%	-5.8%	4.8%	-42.7%	6.4%
CN(C)CCCN1C(=O)CSC1c1ccccc1 (centres undefined)	i	3.8	-0.3%	1.5%	4.0%	8.5%	-35.1%	-3.8%	6.1%	14.7%
COc1ccc(NC(=O)CN(C)S(=O)(=O)c2ccc3c(c2)c(=O)n(C)c(=O)n3C)cc1	i	3.2	0.0%	2.9%	10.4%	14.7%	9.1%	1.3%	-5.4%	14.6%
CCC/C(O)=C1\C(=O)CCCC1=NCCc1ccc(OCC)c(OCC)c1	i	0.3	-0.2%	0.8%	-0.8%	4.2%	-14.9%	-1.4%	-2.4%	0.4%
Cc1cc(C)c2c(N)c(C(=O)N3CCCCCC3)sc2n1	i	0.6	0.0%	0.1%	1.5%	11.6%	-8.3%	-0.6%	-11.4%	13.4%
CCCCCC(=O)NNC(=O)c1ccc(-c2ccccc2)cc1	i	0.8	-0.2%	1.5%	6.4%	8.2%	-22.9%	-1.8%	-15.3%	10.7%
CC1=NN(c2ccccc2)C(=O)/C1=C/c1ccc(Cl)cc1	i	0.2	0.2%	18.6%	-7.1%	-6.6%	34.3%	2.2%	-42.3%	-30.7%
Cc1c(O)ccc(C(=O)CN2CCN(Cc3ccc4c(c3)OCO4)CC2)c1O	i	0.5	-0.2%	0.9%	-14.0%	8.1%	23.1%	5.2%	-81.6%	-2.0%
Cc1cc(C(=O)CSc2n[nH]c(N)n2)c(C)n1-c1ccc2c(c1)OCO2	i	0.3	0.0%	16.7%	-7.7%	2.6%	-3.6%	7.0%	-27.4%	-7.3%
CC(=O)Nc1ccc2nc(C)n(Cc3ccc(Cl)cc3)c(=O)c2c1	i	0.9	0.2%	-0.9%	13.6%	-7.5%	24.5%	-0.8%	-7.0%	5.3%
Cc1cccc(N(CC(=O)NCc2ccco2)C(=O)CCC(=O)Nc2ccccn2)c1C	i	1.5	-0.1%	0.9%	0.7%	-1.8%	-25.7%	4.8%	-27.6%	16.2%
CC(C)n1nc(C(=O)N2CCN(S(=O)(=O)c3cccs3)CC2)c2ccccc2c1=O	x	x	-0.2%	0.6%	9.2%	16.5%	-2.0%	5.9%	23.6%	13.6%
COc1cc(C(C)=O)ccc1OCC(O)CN1CCN(c2c(C)cccc2C)CC1 (centres undefined)	i	0.4	-0.1%	-0.9%	-1.8%	-6.5%	-19.4%	-2.9%	5.0%[20 µM]	5.7%
Cc1csc(NC(=O)c2ccc(C)o2)n1	i	0.0	-0.3%	2.1%	-23.2%	-0.7%	-62.5%	-0.7%	2.3%	-50.7%
COc1ccc(NC2CC(=O)N(c3cc([N+](=O)[O-])ccc3C)C2=O)cc1 (centres undefined)	i	0.1	-0.2%	-1.4%	11.3%	-0.5%	-26.7%	-2.8%	-1.3%	1.9%
O=C(NC(=S)Nc1ccccc1Br)c1ccc2c(c1)OCO2	i	0.5	-0.1%	-1.1%	3.8%	21.7%	-64.4%	-3.4%	17.2%	-19.0%
COc1ccc(CC(=O)Nc2nnc(C(C)C)s2)cc1OC	i	0.0	-0.1%	-1.3%	-1.3%	-0.8%	-16.4%	x	-10.4%[20 µM]	13.2%
CCOC(=O)C1(CCOc2ccccc2)CCN(Cc2ccc(C#CCCO)cc2)CC1	i	0.8	0.6%	2.0%	-2.6%	7.6%	-11.3%	-4.7%	14.3%	-2.2%
Cc1cc(C)c2c(c1)/C(=N\N=c1\sc3ccccc3n1C)C(=O)N2	+	x	0.9%	4.3%	-8.6%	16.7%	-4.1%	-1.1%	-23.4%	-20.5%
CN(C(=S)NC(=O)/C=C/c1ccc(F)cc1)C1CCCCC1	i	1.3	0.5%	-1.8%	9.0%	-3.9%	-22.9%	-2.1%	17.7%	-11.2%
CN(C)C(=O)COC(=O)[C@H](Cc1ccccc1)NC(=O)c1ccco1	i	2.7	0.0%	1.0%	1.3%	8.2%	7.6%	-5.6%	-8.0%	4.1%
CS(=O)(=O)N1CCN(C2CCN(Cc3ccccc3)CC2)CC1	i	0.8	-0.1%	2.8%	-0.4%	8.6%	-12.1%	0.2%	5.2%	-14.5%
CC(=O)Nc1ccc(-c2csc(Nc3cccc(C)n3)n2)cc1	i	0.3	-0.1%	1.8%	4.8%	7.8%	-64.4%	-0.8%	-8.9%	-115.6%
CS(=O)(=O)N1CCN(c2ccc(NC(=S)NC(=O)c3cccs3)cc2)CC1	i	0.6	0.3%	-0.9%	6.0%	-0.4%	21.4%	10.9%	-83.3%	-15.1%
COc1cccc(C(=O)COC(=O)c2cccs2)c1	i	1.9	-0.1%	-0.4%	-6.7%	-5.9%	-18.0%	2.9%	-12.2%	-2.1%
COc1ccccc1CNCc1cc(OC)c(OC)c(OC)c1	i	0.1	-0.3%	0.6%	-5.6%	6.7%	-25.6%	-4.6%	-6.5%	4.1%
Cc1ccccc1N1CCN(C(=O)c2ccccc2NC(=O)/C=C\C(=O)O)CC1	i	1.6	0.0%	0.2%	0.7%	21.0%	3.7%	4.7%	-42.2%	-10.8%
COc1ccc(-n2c(SCC(=O)N/N=C(\C)c3cccnc3)nc3ccccc3c2=O)cc1	i	0.5	-0.1%	6.6%	-7.0%	11.1%	-7.8%	2.4%	-15.1%	25.6%
COc1cc(C(=O)NC23CC4CC(CC(C4)C2)C3)cc(OC)c1OC	i	0.4	0.9%	1.8%	15.6%	3.4%	-34.7%	-4.2%	-5.5%[20 µM]	0.4%
N#C/C(=C\c1ccc[nH]1)C(=O)Nc1ccccc1Cl	i	0.8	-0.2%	0.1%	-6.5%	7.1%	-48.5%	-0.3%	-9.6%	-25.5%

Complete entries from above. Screens in order: Myeloid diff 2	Myeloid diff 2 GFP+ MAC1+ %	GPR55 beta-arrestin	HIV fusion peptide	GPR35 antagonists	GPR55 antagonists	NOD1 inhibition	KOR beta-arrestin-1	KOR beta-arrestin-2	NOD2 inhibition
Shown for COc1cc(C(=O)NC23CC4CC(CC(C4)C2)C3)cc(OC)c1OC : i	0.4	0.9%	1.8%	15.6%	3.4%	-34.7%	-4.2%	-5.5%[20 µM]	0.4%
Shown for COc1ccc(CC(=O)Nc2nnc(C(C)C)s2)cc1OC : i	0.0	-0.1%	-1.3%	-1.3%	-0.8%	-16.4%	x	-10.4%[20 µM]	13.2%
Shown for COc1ccccc1CNCc1cc(OC)c(OC)c(OC)c1 : i	0.1	-0.3%	0.6%	-5.6%	6.7%	-25.6%	-4.6%	-6.5%	4.1%
Shown for CN(C)C(=O)COC(=O)[C@H](Cc1ccccc1)NC(=O)c1ccco1 : i	2.7	0.0%	1.0%	1.3%	8.2%	7.6%	-5.6%	-8.0%	4.1%
